# Source: PubChem BioAssay (Broad Institute)
# RAD54 branch: blocks human RAD54 Holliday junction branch migration; Q92698; FAM/BHQ fluorescence; inhibition, % at 10.4 µM; 360,000 tested, 0.14% active;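 active means mean normalized replicate activity at least 40 and at least half of replicates scoring 40 or more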;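 further: 0% = median of neutral control wells and 100% = median of positive control wells; inhibitors cause a drop in the FAM fluorescence signal; in these data hits start at about 50%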
# Target sequence (Q92698 whole entry, looked up): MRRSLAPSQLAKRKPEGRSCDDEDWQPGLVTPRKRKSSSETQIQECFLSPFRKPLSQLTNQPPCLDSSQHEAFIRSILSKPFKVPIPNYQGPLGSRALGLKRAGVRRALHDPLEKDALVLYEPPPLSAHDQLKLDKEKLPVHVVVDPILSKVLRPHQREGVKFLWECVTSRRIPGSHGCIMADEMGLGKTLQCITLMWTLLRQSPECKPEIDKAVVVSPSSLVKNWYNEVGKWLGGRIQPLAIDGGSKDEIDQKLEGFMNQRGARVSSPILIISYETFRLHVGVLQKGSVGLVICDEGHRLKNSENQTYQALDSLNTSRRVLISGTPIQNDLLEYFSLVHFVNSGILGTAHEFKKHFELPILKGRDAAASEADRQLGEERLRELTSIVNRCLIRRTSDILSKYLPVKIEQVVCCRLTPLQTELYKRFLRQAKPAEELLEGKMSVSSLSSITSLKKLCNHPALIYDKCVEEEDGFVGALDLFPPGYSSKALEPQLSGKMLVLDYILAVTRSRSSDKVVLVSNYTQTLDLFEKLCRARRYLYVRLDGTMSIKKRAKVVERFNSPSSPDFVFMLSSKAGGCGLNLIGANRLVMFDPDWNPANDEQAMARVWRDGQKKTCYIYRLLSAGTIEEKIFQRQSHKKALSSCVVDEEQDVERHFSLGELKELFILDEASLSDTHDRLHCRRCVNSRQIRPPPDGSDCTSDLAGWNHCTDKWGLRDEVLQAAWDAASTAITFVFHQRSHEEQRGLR
# esBAF inh: SWI/SNF esBAF complex inhibition. reporter increase, % at 12.5 µM. 350,000 tested, 2% active. mouse ES cells, Bmi1-luciferase knock-in reporter, 24 h; 100% = twice the neutral-well signal; in the data active means activation above about 40%;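 further: 0% = median of the plate's neutral control wells and 100% = double that signal; a rise in the Bmi1 reporter signal indicates esBAF inhibition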
# ARNT TACC3 PPI: ARNT/TACC3 interaction disruption; inhibition, % at 9.99 µM; 390,000 tested, 0.66% active; AlphaScreen His-ARNT PAS-B/GST-TACC3 binding, luminescence; TACC3 fragment carries E629A point mutation;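 active means mean inhibition of replicates at least 50% and at least half of replicates each reaching 50%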;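 further: 0% = complete ARNT plus TACC3 wells and 100% = ARNT alone without TACC3; many hits fall short of the cut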
# An asterisk follows results filed as active. These rows are one share of the data (hit frequency here may not be typical).
molecule | RAD54 branch | esBAF inh | ARNT TACC3 PPI
C#CCOCCOCCOCCNc1nc(N2CCN(C(=O)CCCCCCCCCCNC(=O)[C@H](CCCCN)n3cc(C[C@@H](C)CC)nn3)CC2)nc(N2CCN(C(=O)CCCCCCCCCCNC(=O)[C@H](CCCCN)n3cc(C[C@@H](C)CC)nn3)CC2)n1 | 7.7 | -86.8 | 21.9
C=CCn1c(Cc2c[nH]c3ccccc23)n[nH]c1=S | 4.5 | 9.4 | -12.3
CC(C)Oc1snc(Cl)c1C(N)=O | -5.2 | -7.4 | -1.7
NC(=O)CSc1nnc(Cn2c(=O)sc3ccccc32)n1-c1cccc(Cl)c1 | -0.2 | 2.5 | -5.5
COc1ccc(S(=O)(=O)NC(CC(=O)NC2CCCC2)c2ccco2)cc1 (stereo unspecified) | 2.6 | 3.3 | 3.7
CCOc1cccc(-c2nnc3sc(COc4ccccc4)nn23)c1 | 0.9 | 0.9 | -1.0
Cc1ccc(S(=O)(=O)N(C)c2ccc(OCC(=O)NCc3ccco3)cc2)cc1 | -4.0 | -4.7 | -1.3
CC(C)C(=O)Nc1ccc(NC(=O)c2ccccn2)cn1 | 0.4 | -53.2 | 4.6
Cc1ccc(NC(=O)C2CCC(=O)N2)cc1C (stereo unspecified) | -5.2 | -8.1 | -2.2
Cc1cc(C)cc(N(CC(=O)NCCSc2ccccn2)S(=O)(=O)c2ccccc2)c1 | -0.3 | -0.1 | -1.9
COc1ccccc1C(=O)Oc1ccc(C(C)(C)C)cc1 | -11.5 | 2.1 | -10.0
COc1ccccc1NC(=S)N1C2CCC1CC(NC(=O)NC13CC4CC(CC(C4)C1)C3)C2 (stereo unspecified) | 2.6 | 12.2 | 1.9
Cc1ccc(C)c(S(=O)(=O)Nc2ccc(O)cc2)c1 | 1.5 | -8.0 | 1.7
COc1ccccc1NC(=O)C1CCN(c2ncccn2)CC1 | 0.4 | -2.4 | -5.7
CC(Sc1ccc2c(c1)OCCO2)C(=O)Nc1ccc2c(c1)OCO2 (stereo unspecified) | -0.6 | 12.8 | -2.1
CN(C(=O)COC(=O)C1c2ccccc2Oc2ccccc21)C1CCS(=O)(=O)C1 (stereo unspecified) | 7.5 | 1.4 | -0.3
Cc1ccc2nsnc2c1NS(=O)(=O)c1c(C)ccc2nsnc12 | -3.0 | -6.8 | 5.2
CCC1=NN=C(c2ccc(F)cc2)C(c2c[nH]c3ccccc23)N1O (stereo unspecified) | 10.2 | -5.4 | -0.8
O=C(Oc1cccc2ccccc12)c1ccncc1 | 2.0 | -12.9 | -9.7
c1ccc2c(SCc3cn4cccnc4n3)ncnc2c1 | -14.2 | 10.9 | -0.3
COc1ccc(OC)c(/C=N/NC(=O)c2ccc[n+](CC(=O)c3ccccc3)c2)c1 | 17.3 | -0.3 | 18.6
O=C(CSc1nnc(Cc2ccccc2)o1)NCCN1C(=O)CSC1=O | -14.2 | 2.4 | -0.5
O=C(CN1CCN(Cc2ccccc2)C1=O)NCc1ccc(Cl)cc1 | -2.2 | 1.8 | -6.6
O=C(CCn1c(=O)c2sccc2n(CC(=O)OCc2ccccc2)c1=O)NCc1ccccc1 | -1.6 | -5.5 | -7.0
CCOc1ccc(NC(=O)CCNC(=O)Cn2ccc3ccccc3c2=O)cc1 | -6.6 | -2.5 | -2.3
COc1cc(OC)cc(C(=O)NCCCN2CCOCC2)c1 | -14.7 | -3.9 | 1.3
Cn1nc(CC(=O)Nc2cccc3ncccc23)c2ccccc2c1=O | -11.6 | -48.1 | 3.8
CCOC(=O)c1ccc(N2C(=O)c3n[nH]c(C)c3C2c2ccco2)cc1 (stereo unspecified) | 0.2 | 1.9 | 0.2
CSCCC1NC2(C(=O)Nc3c(C)cc(Cl)cc32)[C@@H]2C(=O)N(C3CCCC3)C(=O)[C@H]12 (stereo partly specified) | 5.8 | -0.2 | 12.1
C=CCn1c(COc2cccc3ccc(C)nc23)nnc1SCC(=O)O | 3.9 | -3.4 | -0.5
O=C(CSC(=S)N1CCOCC1)c1cc2ccccc2oc1=O | -1.7 | 20.6 | 47.9*
O=C(O)CSC1CC(=O)N(c2cccc(Cl)c2)C1=O (stereo unspecified) | 6.0 | 0.6 | -7.1

# Compound profiles (already shown). Order of values: RAD54 branch	esBAF inh	ARNT TACC3 PPI
# CCC1=NN=C(c2ccc(F)cc2)C(c2c[nH]c3ccccc23)N1O (stereo unspecified) is entered as 10.2	-5.4	-0.8
# CC(Sc1ccc2c(c1)OCCO2)C(=O)Nc1ccc2c(c1)OCO2 (stereo unspecified) is entered as -0.6	12.8	-2.1

# (continued)
molecule | RAD54 branch | esBAF inh | ARNT TACC3 PPI
CCOc1ccccc1NC(=O)NC1CC2CCCC(C1)N2Cc1nnnn1CCc1ccccc1 (stereo unspecified) | 1.6 | 4.1 | -3.5
O=C(c1ccco1)N1CCN(C(=O)N2CCOCC2)CC1 | -8.2 | 1.7 | 1.6
CCOc1cc(CNCc2ccncc2)cc(Br)c1OCc1ccc(F)cc1 | -9.1 | 6.5 | -11.9
C=CCNc1ccc(F)c(F)c1N1CCCCCC1=O | 2.3 | -15.5 | -9.9
CSCC[C@H](NC(=O)NCCc1ccc(F)cc1)C(=O)O | 1.4 | -2.3 | -8.2
CCOc1cc(S(=O)(=O)N2CCC(C(N)=O)CC2)ccc1F | -0.3 | -3.4 | 33.2
c1ccc(-c2ccc(-c3nc(-c4cccnc4)no3)cc2)cc1 | 0.0 | 3.5 | -7.9
COc1ccccc1CNC(=O)CN1CCC(NC(=O)c2ccccc2F)CC1 | -3.7 | -3.3 | -7.9

# 3 of these compounds, set out differently:
# Sequence of screens – RAD54 branch | esBAF inh | ARNT TACC3 PPI
- CSCC[C@H](NC(=O)NCCc1ccc(F)cc1)C(=O)O
→ 1.4 | -2.3 | -8.2
- O=C(c1ccco1)N1CCN(C(=O)N2CCOCC2)CC1
→ -8.2 | 1.7 | 1.6
- CCOc1ccccc1NC(=O)NC1CC2CCCC(C1)N2Cc1nnnn1CCc1ccccc1 (stereo unspecified)
→ 1.6 | 4.1 | -3.5

# Next part:
molecule | RAD54 branch | esBAF inh | ARNT TACC3 PPI
COc1ccc(-n2c(=O)c3ccccc3n(CC(=O)NC3CCCCC3)c2=O)c(OC)c1 | -7.6 | 1.6 | 2.8
Cc1cc(C)cc(CC2CC(=O)N(c3ccc(Cl)cn3)C2=O)c1 (stereo unspecified) | -13.5 | -8.0 | -3.3
O=C(N1CCCCCC1)N1CCN(S(=O)(=O)c2ccccc2)CC1 | -10.6 | -4.0 | -4.1
COC(=O)C(O)(NC(=O)OCc1ccccc1)C(F)(F)F (stereo unspecified) | 0.5 | -3.2 | -2.8
CCC(=O)N1CCc2cc(S(=O)(=O)CCC(=O)NCCc3ccccc3)ccc21 | -0.8 | -1.8 | -6.4
CCOC(=O)C1CCCN(CC(=O)NC2=Nc3ccccc3N=C(C)C2c2ccccc2)C1 (stereo unspecified) | -11.6 | -1.2 | 4.3
C=C(C)Cn1c(=O)c(NC(=O)c2ccccc2)c2n(c1=S)CCC2 | 4.5 | -2.6 | -0.8
COc1ccc(-c2nnc(SCc3cc(C)cc(C)c3)o2)cc1 | 8.0 | 6.9 | -7.6
O=C(COC(=O)c1ccc2c(c1)OCCO2)NCCC1=CCCCC1 | -1.2 | 15.3 | -13.4
CCOC(=O)c1cnn(-c2ncnc3sc(C)c(C)c23)c1N | -0.9 | 4.6 | -2.6
CC1=CCC(C(=O)O)C(C(=O)O)C1 (stereo unspecified) | 2.5 | -2.3 | -6.9
O=C(CSc1nnc(-c2cccs2)o1)OC1CCCCC1 | -12.7 | -2.7 | -8.0
CSc1ccc(CNC2CC2)cc1 | -5.8 | 0.7 | 0.2
c1ccc(N2CCN(c3cnc4ccccc4n3)CC2)cc1 | -20.9 | -2.3 | -3.9
CCn1c2ccccc2c2cc(/C=N/n3cnnc3)ccc21 | 17.2 | 1.7 | 2.1
CCOC(=O)Cc1csc(NC(=O)CSc2nnc(Cc3csc(N)n3)n2C)n1 | 2.8 | 4.1 | 28.1
Cc1c(CN(C)C)c2c(n1C)C(=O)c1ccc(Br)cc1-2 | 70.9* | -2.2 | 14.1
COc1ccccc1C1CC(=O)NC(C)=C1C(=O)OCC(C)C (stereo unspecified) | 11.0 | 2.4 | -1.2
Cc1cc(C)nc(SCC(=O)c2ccc([N+](=O)[O-])cc2)n1 | 0.3 | -4.5 | -1.2
CCc1c(C)c2nncn2[nH]c1=O | 8.3 | -7.0 | -5.5
COc1ccc(C(=O)Nc2ccc3c(c2)OCCO3)cc1 | -2.6 | -26.9 | 3.3
COC(=O)C(/C=N/OCc1ccc([N+](=O)[O-])cc1)NC(=O)c1ccccc1 (stereo unspecified) | 3.0 | -4.9 | -38.8
COc1ccc(C2C3=C(CC(C)(C)CC3=O)Nc3c2c(=O)[nH]c(=O)n3Cc2ccccc2)cc1 (stereo unspecified) | 2.5 | 2.3 | -9.9
CNS(=O)(=O)c1cc(OC)ccc1OC | -7.3 | 0.1 | -2.0
CCOc1cc(/C=C2\N=C(SC)SC2=O)cc([N+](=O)[O-])c1OC(C)=O | -0.7 | -6.6 | -16.1
CCCCN1C(=O)NC(NC(C)=O)(C(F)(F)F)C1=O (stereo unspecified) | -5.0 | -9.3 | -5.6
CCN(CC)CCCOc1nc(C)nc2c1oc1ccccc12 | 18.0 | -2.6 | 1.3
COCCNC(=O)COC(=O)CSCc1nc2ccccc2s1 | 4.8 | 4.3 | -5.3
O=C(c1cc(-c2ccncc2)nc2ccccc12)N1CCN(c2ccccn2)CC1 | 0.7 | 0.4 | 2.2
COC(=O)[C@@H](NC(=O)N1CCN(c2cccc(C(F)(F)F)c2)CC1)C(C)C | 0.5 | -1.8 | -8.2
O=C1NCCCN1Cc1ccc(F)cc1Cl | 2.5 | -3.9 | -7.1
CCn1c(N2CCC(Cc3ccccc3)CC2)nc2c1c(=O)[nH]c(=O)n2C | -2.2 | 1.2 | 5.8
O=C(O)c1sccc1SCc1ccc(Cl)cc1Cl | -3.4 | 7.6 | -2.5
Cc1ccc(OC(=O)C(F)(F)F)c2c1NCCC2 | -1.8 | 0.5 | -2.6
CCOc1ccc(Cl)cc1S(=O)(=O)n1cnc2ccccc21 | 11.6 | -2.2 | -1.1
CCOc1ccccc1NC(=O)c1ccccc1NS(C)(=O)=O | 1.6 | -1.3 | -6.6
Cc1n[nH]c(C)c1CCc1nc2c3ccccc3nc(SCC(=O)Nc3ccccc3F)n2n1 | -0.4 | 7.9 | 1.8
O=C(c1ccc(C(F)(F)F)cc1)N1CCCCC1 | -0.3 | 8.1 | -13.1
CCOC(=O)c1c(C)[nH]c(O)c1C=Nc1ccc(Cl)cc1 | -5.0 | -9.9 | 7.7
CCN1C(=O)CC(C(C)C)N(C2CCCC2)c2nc(Nc3ccc(C(=O)NC4CCN(C)CC4)cc3OC)ncc21 (stereo unspecified) | 12.5 | -1.0 | 13.4
O=C(Nc1sc2c(c1C(=O)c1ccc(Cl)cc1)CCCC2)c1cccnc1 | -8.4 | 4.3 | 12.6
CN(C)S(=O)(=O)c1cccc(N=c2scc(-c3ccc4c(c3)NC(=O)CO4)n2CC2CCCO2)c1 (stereo unspecified) | -0.9 | -12.5 | 12.9
Cn1c(CCN2CCOCC2)nc2cc(NC(=O)COc3ccccc3)ccc21 | 9.3 | -0.8 | 6.3
CCOC(=O)Cn1c(CN(C)Cc2ccccc2)nc2c1c(=O)n(C)c(=O)n2C | -5.3 | 4.5 | 9.2
N#Cc1c(N)c(C(=O)c2ccccc2)n2c1CCC2 | -9.6 | 3.9 | -0.3
COC(=O)[C@H](CC(C)C)NC(=O)NC1CCCc2ccccc21 (stereo partly specified) | -1.2 | -5.8 | 14.8
Cc1ccc(NC(=O)N2CCN(Cc3ccc4c(c3)OCO4)CC2)cc1 | 4.7 | 4.4 | 7.7
CN(C)c1ccc(-c2nn3c(-c4ccccc4Cl)nnc3s2)cc1 | 9.3 | -19.6 | 0.1
COc1ccc(-c2nc3cnccn3c2NCc2ccccc2)cc1SC1CCCCC1 | 0.9 | -6.4 | -11.2
CN(CC(O)COCc1cccs1)C1CCCCC1 (stereo unspecified) | 2.3 | 0.4 | 7.0
O=C(O)C1CCCN1C(=O)Nc1ccc(F)cc1 (stereo unspecified) | 12.0 | -0.4 | -10.4
COc1cc(Cl)c(C)cc1NC(=O)CSCC#N | 1.0 | 2.9 | 13.8
Oc1ccc(C(=S)N2CCCCC2)cc1Cl | 3.9 | -1.9 | -3.0

# A few values from the entries so far.
# Under esBAF inh, COc1cc(Cl)c(C)cc1NC(=O)CSCC#N has the entry 2.9
# Under ARNT TACC3 PPI, O=C(O)C1CCCN1C(=O)Nc1ccc(F)cc1 (stereo unspecified) has the entry -10.4
# Under RAD54 branch, Oc1ccc(C(=S)N2CCCCC2)cc1Cl has the entry 3.9
# Under esBAF inh, CN(CC(O)COCc1cccs1)C1CCCCC1 (stereo unspecified) has the entry 0.4
# Under esBAF inh, COc1ccc(-c2nc3cnccn3c2NCc2ccccc2)cc1SC1CCCCC1 has the entry -6.4
